High-throughput results (PubChem)
Gli-Sufu block = Gli-Sufu pathway antagonism; Sufu-KO-LIGHT fibroblasts, Gli luciferase reporter luminescence; inhibition, % at 5 µM; 340,000 compounds, 0.74% hits; AID 588413;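 active = inhibition above about 55%, limit read from the data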;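 note: 0% = DMSO-treated cells and 100% = wells with medium but no cells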
UBC13 polyUb = blocks human UBC13 polyubiquitin chain formation. P61088. TR-FRET. inhibition, % at 20 µM. 330,000 compounds, 0.47% hits; in the data active = inhibition above about 45%, passing the limit was not always enough
Target sequence (P61088 whole entry, looked up): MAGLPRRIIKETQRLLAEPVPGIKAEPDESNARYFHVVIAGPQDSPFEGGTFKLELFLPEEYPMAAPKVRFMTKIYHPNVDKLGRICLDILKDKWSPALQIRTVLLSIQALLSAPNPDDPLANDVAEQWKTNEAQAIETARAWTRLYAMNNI
ATG4B inhibitor = inhibitors of human ATG4B cysteine protease | inhibition, % at 8.33 µM | AID 504462 | ATG4B cleavage of LC3-PLA2, NBD-HPC fluorescence, 1 h | 340,000 compounds, 0.51% hits; in the data active = inhibition above about 40%
APJ ag = activates the human apelin receptor APJ | CHO-K1 APJ PathHunter beta-arrestin, luminescence; 0% DMSO wells, 100% apelin | activation, % at 20 µM | 330,000 compounds, 0.11% hits | AID 2520;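 active = activation more than six SD over the plate average, tested at 20 µM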;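 note: 0% = DMSO alone and 100% = apelin-13 at 10 nM; some results filed as inactive read as strong as hits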
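Test system: CHO-K1 APJ beta-arrestin complementation cell line | Compound: Single test compound dose, 20 µM final, 1% DMSO | Incubation: Compound 90 min 25 °C, reagent 1 h | Measured by: beta-gal luminescence | Read-out basis: APJ–arrestin association signal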
EBI2 antag = antagonists of human EBI2 receptor | P32249 | EBI2 beta-arrestin recruitment, luminescence, 7a,25-OHC stimulated | inhibition, % at 5 µM | 360,000 compounds, 0.81% hits | AID 651636; in the data active = inhibition above about 38%;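 note: enzyme fragment complementation signal reports receptor beta-arrestin coupling in cells; 0% = agonist plus DMSO wells and 100% = wells without agonist; some results beyond the cut were filed as inactive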
Target sequence (P32249 whole entry, looked up, the tested form may be a part): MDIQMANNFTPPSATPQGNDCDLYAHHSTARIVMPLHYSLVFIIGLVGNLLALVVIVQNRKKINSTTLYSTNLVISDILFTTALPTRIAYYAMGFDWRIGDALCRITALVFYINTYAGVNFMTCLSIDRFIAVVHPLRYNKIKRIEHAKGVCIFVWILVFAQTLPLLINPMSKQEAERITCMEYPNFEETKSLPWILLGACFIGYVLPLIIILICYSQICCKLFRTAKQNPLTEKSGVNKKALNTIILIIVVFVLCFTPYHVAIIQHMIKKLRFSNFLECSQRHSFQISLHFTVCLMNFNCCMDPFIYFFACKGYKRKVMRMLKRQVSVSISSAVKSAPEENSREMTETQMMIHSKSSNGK
CXCR6 inh = inhibitors of human CXCR6 receptor; CHO-K1 PathHunter CXCR6 beta-arrestin, luminescence; inhibition, % at 20 µM; 360,000 compounds, 0.36% hits; AID 602244; in the data active = inhibition above about 34%, passing the limit was not always enough;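 note: antagonist mode with CXCL16 agonist at 10 nM final; 0% = 10 nM CXCL16 with DMSO and 100% = unstimulated wells without agonist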
CCR6 antag = CCR6 (human) receptor antagonism; AID 493098; CHO-K1 CCR6 PathHunter beta-arrestin, luminescence, CCL20-stimulated; inhibition, % at 20 µM; 340,000 compounds, 0.49% hits;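 active = compounds whose inhibition of the agonist-driven luminescence signal at 20 µM reaches about 50%, limit read from the data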;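 note: cells stimulated with CCL20 at 14 nM final; plate controls were DMSO with CCL20 for no effect and DMSO without agonist for full effect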
Target sequence (P51684 whole entry, looked up): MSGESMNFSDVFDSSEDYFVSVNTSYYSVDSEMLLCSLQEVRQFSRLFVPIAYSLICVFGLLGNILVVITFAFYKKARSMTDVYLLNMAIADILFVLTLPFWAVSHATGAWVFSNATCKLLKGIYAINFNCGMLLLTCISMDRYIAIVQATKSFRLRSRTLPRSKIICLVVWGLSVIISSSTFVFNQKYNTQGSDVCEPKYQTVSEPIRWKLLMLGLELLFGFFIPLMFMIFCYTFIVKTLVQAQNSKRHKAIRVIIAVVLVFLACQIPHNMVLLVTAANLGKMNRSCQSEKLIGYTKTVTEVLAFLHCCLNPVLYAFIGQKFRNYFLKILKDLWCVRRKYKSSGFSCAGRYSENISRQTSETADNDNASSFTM
APJ antagonist = antagonists of human APJ apelin receptor | P35414 | CHO-K1 APJ beta-arrestin complementation, luminescence | inhibition, % at 20 µM | 330,000 compounds, 0.32% hits | AID 2521;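 active = inhibition above about 40% at 20 µM, limit read from the data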;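 note: cells challenged with 10 nM apelin-13 agonist together with compound; plate controls were apelin-13 plus DMSO wells for no effect and DMSO wells lacking apelin-13 for full effect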
Active calls of the source: *; nt = not tested or not shown.

no.	Structure	Gli-Sufu block	UBC13 polyUb	ATG4B inhibitor	APJ ag	EBI2 antag	CXCR6 inh	CCR6 antag	APJ antagonist
1	Cc1ccc(Cl)cc1NS(=O)(=O)c1ccccc1	8	nt	7	nt	3	-1	14	nt
2	CN(Cc1ccccc1)C(=O)COC(=O)c1cc(NS(=O)(=O)c2cccs2)ccc1O	15	-2	-11	0	-22	-4	0	9
3	COc1ccc(-n2nnnc2SCC(=O)NC2CC2)cc1	-17	7	0	-5	-7	0	8	-16
4	CCOc1ccc(NCC(=O)Nc2ccc(C)cc2C)cc1	-23	-4	4	-7	9	1	19	6
5	CCOC(=O)N1CCN(C(=O)CNC(=O)c2ccccc2F)CC1	-13	3	-3	0	-4	-1	9	23
6	CC(O)CNc1nc2ccccc2n1CC(=O)NCCc1ccc(Cl)cc1 (stereo unspecified)	-7	6	2	-3	-18	0	5	25
7	N#C/C(=C\c1cccc(Br)c1)C(=O)N1CCCCC1	6	6	6	3	-1	2	22	20
8	O=C(CSCc1ccc(Br)cc1)Nc1ccc(S(=O)(=O)N2CCCCCC2)cc1	-2	6	-13	3	15	-1	7	9
9	COc1ccccc1C(=O)NCCC(=O)N1CCCCCCC1	-2	16	-4	0	-6	-10	0	12
10	O=C(O)CN1C(=O)/C(=C/c2ccsc2)SC1=S	-2	3	-2	-2	11	4	3	10
11	CCO[C@@H]1OC(C(=O)N2CCOCC2)=C[C@H](C)[C@H]1CCCO	-4	-2	-6	-3	-13	2	4	16
12	CC(=O)OCc1c(-c2ccccc2)c2cc([N+](=O)[O-])ccc2n1C	-16	7	0	0	-6	12	24	8
13	COC(=O)c1ccc(OC(=O)c2ccc(OC)cc2)c(OC)c1	-2	0	-1	-2	3	-3	-3	14
14	CCCc1cc(N2CCOCC2)n2nc(C)c(-c3ccccc3)c2n1	3	11	0	-1	11	5	24	11
15	CCOC(=O)N1CCN(C(=O)COc2ccc(Cl)c(C)c2)CC1	-4	-5	1	-4	86*	1	6	18
16	Cc1ccc(C(=O)CC2(O)C(=O)N(CN3CCOCC3)c3ccccc32)cc1 (stereo unspecified)	1	-4	-2	-2	-6	1	-5	6
17	CC(=O)c1csc(Nc2ccccc2Cl)n1	-50	-6	-3	-1	5	-4	3	-8
18	CC1C(=O)CCN(C(C)C)C1C (stereo unspecified)	-2	1	-5	-2	-12	4	-16	19
19	NS(=O)(=O)c1ccc(CCNS(=O)(=O)c2ccccc2)cc1	-3	-6	3	-3	-5	-3	8	-20
20	O=C(CC1C(=O)NCCN1Cc1cccc(Oc2ccccc2)c1)NCCc1cnccn1 (stereo unspecified)	-4	13	-6	-2	-4	-6	14	4

As entered above.
Result of #1 in CCR6 antag: 14
Result of #4 in CXCR6 inh: 1
Result of #17 in Gli-Sufu block: -50
Result of #10 in Gli-Sufu block: -2

The results go on:
no.	Structure	Gli-Sufu block	UBC13 polyUb	ATG4B inhibitor	APJ ag	EBI2 antag	CXCR6 inh	CCR6 antag	APJ antagonist
21	Cc1nc(C)c(C(=O)N(c2ccc(C)c(C)c2)C(C(=O)NCc2ccco2)c2ccccc2)s1 (stereo unspecified)	10	2	-9	2	11	10	-4	-12
22	Brc1ccc(CSc2nnc3ccccn23)cc1	-26	8	2	-3	-26	-5	7	5
23	CN(CC(=O)NC1CC(C)(C)NC(C)(C)C1)S(=O)(=O)c1cc(Cl)ccc1Cl	9	2	3	-2	-4	2	-7	19
24	COc1cccc(C(=O)NC2CC(C)(C)NC(C)(C)C2)c1OC	7	4	0	-3	-5	-4	2	-13
25	COc1ccc(C(=O)O)cc1S(=O)(=O)Nc1ccc(N2CCCCC2)cc1	2	-3	-6	-4	-1	-3	-5	-6
26	CC(=O)Nc1ccc(SC[C@H](C)CN2CC[C@H](O)CCC2=O)cc1	-16	2	-9	-3	2	-5	-1	3
27	COc1ccc(-n2nc(C(=O)N3CCCCC3)c(C)c(C#N)c2=O)cc1	12	-2	-32	2	-12	-4	-6	-23
28	CN1Cc2ccccc2CC1CNCc1c(C(=O)N2CCCC2)nc2ccccn12 (stereo unspecified)	10	8	-5	-2	1	-9	-11	15
29	CCOC(=O)/C(C#N)=C\C1=C(N2CCCC2)CC(C)(C)OC1	6	-2	-11	2	3	-2	-1	25
30	Cc1cc(C)cc(OCCCCn2cncn2)c1	4	2	2	-2	-8	3	2	20
31	COc1ccccc1NC(=O)CCC(=O)OCC(=O)c1ccc(C)c([N+](=O)[O-])c1	3	7	-5	-23	11	33	35	50*
32	CCC(C)NC(=O)CN(c1cc(Cl)cc(Cl)c1)S(C)(=O)=O (stereo unspecified)	-9	-2	-5	-4	-2	-6	2	1
33	O=C(CSc1nnnn1Cc1ccccc1)NCC(=O)c1ccccc1	2	6	1	4	20	-4	3	16
34	COc1cccc(CNC(=O)Cn2nc([N+](=O)[O-])c(Br)c2C)c1	-14	1	20	3	7	2	16	13
35	O=C(NC(=O)N1CCN(c2cccc(Cl)c2)CC1)c1ccc(Cl)cc1	6	0	3	1	0	4	11	5
36	O=C(CC(=O)NN=C1CCCCCC1)NCc1cccnc1	0	-14	-3	1	-7	3	8	18
37	COc1cc(/C=C2/SC(=S)N(CC3CCCO3)C2=O)ccc1O (stereo unspecified)	0	-152	5	-4	7	42*	73*	48*
38	Cc1cc(C(=O)OCC(=O)NC(C)C)c(C)o1	7	-1	-10	-1	-5	11	9	2
39	NNC(=O)CSCc1ccc(Cl)cc1Cl	-17	-1	23	-1	-4	-2	8	8
40	Cc1ccc(NC(=O)CCc2nc(-c3cccs3)no2)c(Br)c1	-4	2	-2	-2	1	0	15	3

Entries listed so far that have a thiophene ring, fused or not, in the order listed:
no.	Structure	Gli-Sufu block	UBC13 polyUb	ATG4B inhibitor	APJ ag	EBI2 antag	CXCR6 inh	CCR6 antag	APJ antagonist
2	CN(Cc1ccccc1)C(=O)COC(=O)c1cc(NS(=O)(=O)c2cccs2)ccc1O	15	-2	-11	0	-22	-4	0	9
10	O=C(O)CN1C(=O)/C(=C/c2ccsc2)SC1=S	-2	3	-2	-2	11	4	3	10
40	Cc1ccc(NC(=O)CCc2nc(-c3cccs3)no2)c(Br)c1	-4	2	-2	-2	1	0	15	3

Going on with the list:
no.	Structure	Gli-Sufu block	UBC13 polyUb	ATG4B inhibitor	APJ ag	EBI2 antag	CXCR6 inh	CCR6 antag	APJ antagonist
41	Cc1cc(C)c2oc(-c3ccc(Cl)c(NC(=O)c4ccc(C#N)cc4F)c3)nc2c1	13	-3	-1	-3	4	-8	8	6
42	COc1ccc(N(CC(=O)N2CCc3ccccc3C2)S(C)(=O)=O)cc1OC	1	-3	-2	-5	-6	8	3	0
43	Cc1cc(C(=O)N2CCN(c3ccc([N+](=O)[O-])cc3)CC2)n[nH]1	-6	-13	0	-10	2	-8	-10	-1
44	Cc1ccc(NC(=O)CSc2nnc(-c3cnccn3)n2Cc2ccco2)cc1	-16	4	-2	-4	-2	3	7	21
45	COc1ccc(-c2nnc(SC(C)C(=O)NC3CC3)o2)cc1 (stereo unspecified)	-17	-2	1	-2	-9	-1	10	-8
46	Cc1ccccc1OCCCN1C(=O)C(=O)c2cccc(C)c21	1	-10	20	-8	12	30	58*	48*
47	COc1ccc(S(=O)(=O)Nc2ccc(-c3ccc(N4CCCC4)nn3)cc2)cc1C	-15	-8	3	7	-13	-12	-3	0
48	Cc1ccc(S(=O)(=O)N2CCCC2C(=O)NCc2ccc3c(c2)OCO3)cc1 (stereo unspecified)	-3	0	4	-1	2	-7	3	-8
49	CCOC(=O)COc1ccc(C(=O)c2ccccc2)c(O)c1	-12	4	-2	1	-5	3	8	16
50	CC1(C)CC(=O)C(C(c2ccc(F)cc2)C2C(=O)CC(C)(C)CC2=O)C(=O)C1	-9	-5	-10	0	-4	10	1	16
51	COc1ccc(N2CC(C(=O)Nc3nnc(SCC(=O)N4CCOCC4)s3)CC2=O)cc1 (stereo unspecified)	7	-7	-12	3	-2	10	0	10
52	Cc1ccc(C(O)C(=O)c2ccco2)cc1 (stereo unspecified)	23	-10	0	7	-8	3	5	-53
53	CCCn1c(=O)c2c(nc3n2CCCN3CCc2ccc(OC)c(OC)c2)n(C)c1=O	15	4	-7	-2	-6	-25	-1	7
54	Cc1cccc(/C=N\NC(=O)c2csnn2)c1	-46	2	9	-1	-6	-20	-10	7
55	O=C(Cn1cnc2ccccc2c1=O)NCC(=O)N1CCN(c2ccccn2)CC1	13	-8	1	1	-8	-3	14	-15
56	CCN(CC)S(=O)(=O)c1ccc(C(=O)OCC(=O)Nc2ccc(-c3nc4ccc(C)cc4s3)cc2)cc1	-47	-2	-3	-3	-4	6	20	1
57	COc1ccc(CNCCNC(=O)c2ccco2)c(OC)c1OC	6	0	5	2	-3	-5	-9	16
58	CCOC(=O)c1c(C)c(C(=O)NCC2CCCO2)c(C)n1C (stereo unspecified)	0	5	8	-4	0	2	-12	9
59	Cc1ccccc1CSc1nn2c(=O)c(C)nnc2s1	7	-13	-15	-3	-17	5	6	12
60	CCn1c(SCC(=O)N/N=C/c2c[nH]c3ccccc23)nnc1-c1ccc(Cl)cc1	5	15	-12	-1	4	-4	24	-45

Entries 58 through 60 of the list above:
no.	Structure	Gli-Sufu block	UBC13 polyUb	ATG4B inhibitor	APJ ag	EBI2 antag	CXCR6 inh	CCR6 antag	APJ antagonist
58	CCOC(=O)c1c(C)c(C(=O)NCC2CCCO2)c(C)n1C (stereo unspecified)	0	5	8	-4	0	2	-12	9
59	Cc1ccccc1CSc1nn2c(=O)c(C)nnc2s1	7	-13	-15	-3	-17	5	6	12
60	CCn1c(SCC(=O)N/N=C/c2c[nH]c3ccccc23)nnc1-c1ccc(Cl)cc1	5	15	-12	-1	4	-4	24	-45

Shown as a hit in CXCR6 inh, among the entries above:
nr | smiles | UBC13 polyUb | ATG4B inhibitor | APJ ag | EBI2 antag | CXCR6 inh | CCR6 antag | APJ antagonist
37 | COc1cc(/C=C2/SC(=S)N(CC3CCCO3)C2=O)ccc1O (stereo unspecified) | -152 | 5 | -4 | 7 | 42* | 73* | 48*

(listing goes on)
no.	Structure	Gli-Sufu block	UBC13 polyUb	ATG4B inhibitor	APJ ag	EBI2 antag	CXCR6 inh	CCR6 antag	APJ antagonist
61	Cc1[nH]c2ccccc2c1C(=O)CN1C(=O)NC2(CC(C)CC(C)(C)C2)C1=O (stereo unspecified)	11	3	-9	3	12	-7	9	-5
62	CN(C)CCN1C(=O)C(=O)/C(=C(/O)c2ccc(OCc3ccccc3)cc2)C1c1ccncc1 (stereo unspecified)	18	nt	0	nt	-2	9	-1	nt
63	O=C(c1ccccc1)C(Nc1cccc([N+](=O)[O-])c1)c1ccccc1 (stereo unspecified)	4	nt	3	nt	22	14	35	nt
64	O=C(c1ccccc1)N1CCN(S(=O)(=O)N2CCCCCC2)CC1	-5	-1	5	-5	0	0	4	-1
65	O=C(COC(=O)CNC(=O)C1CCCCC1)Nc1ccc(Br)cc1Br	21	3	3	-4	-2	4	-5	-8
66	CC1(C)O[C@@H]2[C@H](O1)[C@@H](COS(=O)(=O)O)O[C@H]2n1ccc(=O)[nH]c1=O	-17	-1	-10	-4	-7	1	0	-10
67	Cc1nc(-c2ccc(C(=O)Nc3cccc(F)c3)cc2)cs1	-30	-3	-1	3	4	-10	0	5
